Screening results as filed in PubChem BioAssay.
GAA inhib – blocks human lysosomal alpha-glucosidase. P10253. 0.005% of 200,000 active. Potency, µM (doses to about 76.9 µM), without a hit: top-dose activity change, negative = inhibition, usual class: inhibitors. purified human GAA, 4-MU-alpha-glucoside fluorescence. AID 1466;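 further: potency means the concentration at half of the fitted maximal effect; plate controls were uninhibited enzyme wells for no effect and no-enzyme background for full effect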
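Activity normalized between no-enzyme (basal) and enzyme-only wells. Conditions: 4 nM human enzyme, 400 uM fluorogenic substrate, citrate/phosphate pH 5.0 with Tween-20, 20 min room temperature, compounds up to 77 uM.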
HTT ATP protect – cytoprotection in Huntington HTT-Q103 PC12 cell model; Potency, µM (doses to about 56.4 µM), for the others: cytoprotection (ATP increase), actives largely listed as activators; PC12 HTT-Q103 induced, cytoprotection, ATP luminescence, 40 h; 0.14% of 230,000 active;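 further: potency means the concentration at half of the fitted maximal effect; % of control where 0% means no effect; nearly all actives have a fitted effect of over 45% in size; toxic huntingtin expression switched on by the ecdysone agonist tebufenozide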
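Huntington model: PC12 line, ecdysone-inducible HTTQ103 exon1–GFP, tebufenozide 100 nM. Test articles in a dose series. Endpoint luminescence from cellular ATP.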
CBFb-RUNX1 inh – CBF-beta/RUNX1 interaction disruption | AID 1477 | 230,000 tested, under 10 active | Potency, µM (highest dose often 59.8 µM), for the others: at the highest dose activity, negative = inhibition, actives largely listed as inhibitors | Q01196+Q13951 | AlphaScreen CBFb-His/RUNX1-biotin binding, biochemical; further: % of control where 0% means no effect
Target sequence (Q01196 whole entry, looked up): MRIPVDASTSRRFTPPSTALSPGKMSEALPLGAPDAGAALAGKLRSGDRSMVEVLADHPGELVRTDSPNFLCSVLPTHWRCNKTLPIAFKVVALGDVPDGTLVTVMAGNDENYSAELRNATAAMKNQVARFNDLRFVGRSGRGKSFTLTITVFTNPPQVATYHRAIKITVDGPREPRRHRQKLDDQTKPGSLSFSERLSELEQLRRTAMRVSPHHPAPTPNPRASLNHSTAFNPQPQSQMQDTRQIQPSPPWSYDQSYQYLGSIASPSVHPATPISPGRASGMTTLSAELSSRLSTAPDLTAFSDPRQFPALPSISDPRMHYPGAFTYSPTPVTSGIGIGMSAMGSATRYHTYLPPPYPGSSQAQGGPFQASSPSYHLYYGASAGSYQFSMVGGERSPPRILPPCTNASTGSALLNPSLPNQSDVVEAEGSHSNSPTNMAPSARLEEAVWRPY
Target sequence (Q13951 whole entry, looked up): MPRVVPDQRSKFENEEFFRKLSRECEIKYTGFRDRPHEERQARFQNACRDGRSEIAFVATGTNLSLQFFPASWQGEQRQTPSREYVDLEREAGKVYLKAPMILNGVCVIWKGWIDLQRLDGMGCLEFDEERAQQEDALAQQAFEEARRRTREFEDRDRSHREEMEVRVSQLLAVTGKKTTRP
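Bead-based AlphaScreen assay; binding partners His-tagged CBF-beta and biotinylated RUNX1 at 30 nM each. Compound exposure 15 min after a 20-min protein preincubation; bead step 90 min; all steps at room temperature.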
LMNA splice mod – LMNA splicing modulation; HeLa LMNA splicing GFP/RFP minigene ratio, 48 h; Potency, µM (doses to about 46.1 µM), for the others: at the highest dose ratio change, negative = inhibition, usual class: inhibitors; 0.01% of 200,000 active; active means well fitted inhibition curve with a large enough effect in the signal ratio, with a control signal flat, not every such curve was filed as active; inconclusive means small, poorly fitted or top-dose-only effect, or effect the other way, or a change in a side signal; the % refers to the signal ratio; further: potency means the concentration at half of the fitted maximal effect; on the % scale 0 is the no-effect control and ±100 the full control effect
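S3 HeLa stable clones carrying a lamin A-EGFP splicing minigene plus DsRed2 were seeded at 600 cells/well in Opti-MEM with 2% FBS, pin-dosed and incubated 48 h at 37°C. Acumen cytometry (488 nm) gave the GFP/RFP total-intensity ratio.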
HttQ103 aggreg – reduces HttQ103-GFP aggregates in PC12 cells. PC12 HttQ103-GFP aggregates, Acumen cytometry, 40 h. Potency, µM (series often up to 46.1 µM), for inactives: top-dose activity change, negative = inhibition, most hits filed as inhibitors. 1.1% of 220,000 active. AID 1688; further: potency means the concentration at half of the fitted maximal effect; on the % scale 0 is the no-effect control and ±100 the full control effect; nearly all actives have a fitted effect of over 60% in size
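Inducible Q103 Huntingtin exon 1–GFP PC12 line, 1500 cells/well in phenol red free DMEM with 5% equine and 5% calf serum. Tebufenozide 100 nM induced expression; compounds titrated; aggregates quantified by cytometry.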
aGlu spleen mod – lysosomal alpha-glucosidase (human) modulation | AID 2112 | P10253 | Potency, µM (series often up to 79.9 µM), for the others: at the highest dose activity change, negative = inhibition, usual class: inhibitors | 0.006% of 240,000 active | human spleen homogenate, 4-MU-alpha-glucoside fluorescence;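 further: potency means the concentration at half of the fitted maximal effect; 0% = enzyme with vehicle and -100% = no enzyme basal signal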
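Enzyme source: human spleen homogenate, 1 ug/well. Buffer 50 mM citric acid/K phosphate pH 5.0, 0.01% Tween-20. 4-MU-alpha-glucoside 1 mM; 37 C x 40 min; NaOH/glycine stop; fluorescence.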
GAA glycogen mod – inhibitors or activators of human alpha-glucosidase glycogen cleavage; P10253; recombinant GAA, glycogen substrate, Amplex Red glucose oxidase fluorescence; Potency, µM (doses to about 76.4 µM), without a hit: at the highest dose activity change, negative = inhibition, actives largely listed as inhibitors; 0.38% of 300,000 active;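 further: potency means the concentration at half of the fitted maximal effect; 0% = full enzyme reaction and -100% = no-enzyme basal signal; the screen sought inhibitors and activators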
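Recombinant human alpha-glucosidase (4 nM final) hydrolysed bovine liver glycogen (30 ug) for 40 min at 37 C in pH 5.0 citrate/phosphate with 0.01% Tween-20. Released glucose detected by glucose oxidase/Amplex Red, Ex 573/Em 610 nm. Compounds up to 77 uM; AC50 from Hill fits.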
* = called active by the depositor; u = inconclusive; x = not tested or not shown; & = joins results of further samples; [ ] = another dose, or the depositor's remark. Unless noted, the call rests on the fitted dose curve; in most records, active means well fitted curve in the direction sought with a large enough effect; inconclusive means small, poorly fitted or top-dose-only effect, or another doubt; inactive means no such curve, though single readings can be large; an effect the other way counts as inactive or inconclusive.

SMILES	GAA inhib	HTT ATP protect	CBFb-RUNX1 inh	LMNA splice mod	HttQ103 aggreg	aGlu spleen mod	GAA glycogen mod
O=C(NN1S(=O)(=O)c2ccccc2S1(=O)=O)c1ccc(Br)cc1	-2.4%	-8.5%[10 µM]	1.7%	-24.5%[46 µM]	-1.0%	3.5%	0.0%
O=C(CC1COc2ccccc2O1)NCc1ccccc1 (stereo not drawn)	3.7%	-1.3%	4.8%	-6.5%	14.4%	6.3%	3.8%
Cc1cc(C)c(S(=O)(=O)NCc2cn3c(C)csc3n2)cc1C	-0.1%	-22.8%	-0.9%	11.2%	26.8%	-2.8%	8.5%
COC(=O)CCCC1=CC2=C(c3ccccc3)C(=O)C(C)(OC(=O)C3CCCC3)C(=O)C2=CN1C(CO)CO (stereo not drawn)	x	20.4%&-6.9%[10 µM]	13.4%[13.1 µM]	7.8%[9.22 µM]	4.2%[9.22 µM]	4.7%[17.4 µM]	5.4%
CCOC(=O)C1=NN(C(=O)c2ccco2)C2(CC2)C1	2.4%	9.5%[10 µM]	5.1%	-9.7%	14.3%	4.5%	-2.3%
Cc1ccc(NC(=O)C(C)NS(=O)(=O)c2ccc(F)cc2)cc1C (stereo not drawn)	4.5%	-15.0%	2.5%	-17.5%[46 µM]	8.0%[9.22 µM]	-5.3%	18.0%
COc1cc(/C=N/NC(=S)NC2CC3CC2C2C=CCC32)ccc1O (stereo not drawn)	2.8%	-12.9%[10 µM]	-14.5%	u	10.5%[9.22 µM]	-0.9%	u
O=C(CCn1c(=O)sc2ccccc21)NC1=NCCS1	7.0%	24.8%[10 µM]	0.8%	10.0%	-6.8%	-3.8%	5.6%
COc1ccc(O[C@H]2C=C[C@@H](c3ccccc3)O[C@@H]2COC(=O)CC/C(C)=N/O[C@@H](C)c2cc(-c3c(C)cc(C)cc3C)no2)cc1	-4.3%	x	6.2%[2.36 µM]	9.6%	-2.6%	10.8%	-0.4%
CS(=O)(=O)c1ccc(Cl)c(NC(=O)CSc2nc3ccccc3c(=O)n2CCCN2CCOCC2)c1	-3.4%	27.9%[10 µM]	7.1%	-7.5%	-9.4%	6.8%	-0.5%
COc1ccc2c(C)cc(SCC(=O)Nc3ccc(Cl)cn3)nc2c1	6.8%	x	7.8%	u	22.0%	-0.3%	1.0%
COc1ccc(C(=O)NC(=S)N2CCC(C)CC2)cc1	-4.1%	-5.2%	-1.3%	5.2%	16.0%	-6.1%	-16.9%
COc1ccc(CN2C=C3C(=O)C(C)(OC(=O)C4CCCC4)C(=O)C=C3C=C2c2ccsc2)cc1 (stereo not drawn)	x	-7.2%&-4.9%[10 µM]	u	-1.5%[9.22 µM]	28.1%[9.22 µM]	-11.9%[17.4 µM]	14.1%
CCCCc1nc2c(c3c1C[C@H](C)OC3)CN(C(=O)c1cc(I)ccc1F)CC2	x	-12.8%[10 µM]	5.5%[13.1 µM]	17.4%[9.22 µM]	x	7.3%[17.4 µM]	x
Cn1c(-c2ccc(F)cc2)cnc1SCC(=O)Nc1ccccc1N1CCOCC1	-0.2%	-26.7%[10 µM]	-5.7%	-17.4%	7.2%	3.1%	2.1%
O=C(CNC(=O)c1cnccn1)Nc1ccc(F)c(F)c1F	-5.2%	-7.0%	1.5%	-4.7%	31.4%	2.6%	3.8%
COCCOC(=O)C1=C(N)OC2=C(C(=O)CC(C)(C)C2)C1c1ccncc1 (stereo not drawn)	u	10.4%[10 µM]	8.0%	x	1.6%[9.22 µM]	-2.7%	17.8%
CCc1ccc(C2CC(c3ccccc3Cl)Nc3nc(N)nn32)cc1 (stereo not drawn)	-10.2%	-11.7%	-0.7%	2.4%	10.8%	-24.7%	-0.1%
O=C(OCc1nnc(-c2ccccc2)o1)c1cc(S(=O)(=O)N2CCOCC2)c(Cl)cc1Cl	-8.7%	-6.0%[10 µM]	0.7%	3.8%	-17.0%	-16.2%	2.5%
O=C(Nc1ccc(OC(F)(F)F)cc1)c1n[nH]c(Cn2cncn2)n1	1.3%	-40.7%[inhibitor]	-0.1%	-16.2%	7.5%	-6.0%	4.8%
COc1cc(OC)c(NC(=O)Nc2ccc(OC)c(OC)c2)cc1Cl	-6.4%	-3.4%	-0.6%	-16.5%	13.1%	-18.6%	-9.8%
Cc1cc(C(=O)CN2CCCCC2)c(C)n1-c1ccc(F)cc1	-4.7%	17.4%[10 µM]	-5.6%	-1.0%	6.2%	-4.0%	11.1%
C/C(=N/NC(=O)C(=O)N/N=C(/C)c1ccccc1)c1ccccc1	0.9%	x	4.0%	x	-0.4%	4.0%	-17.5%
COC(=O)c1ccccc1NC(=O)c1noc2c1CCCC2	-5.6%	-48.6%[inhibitor]	14.0%	-1.7%	32.4%	-4.1%	-8.0%
O=Nc1ccc(O)c2ncccc12	0.5%[15.4 µM]	-12.3%[10 µM]	-26.3%	x	-30.6%[9.22 µM]	5.0%&-13.3%	-1.0%
CCOC(=O)c1cc(NC(=O)Nc2ccc(OC)c(OC)c2)c(C)nc1C	-6.2%	6.6%	-0.6%	-5.6%	11.1%	2.0%	-9.5%
COc1ccc(CCNC(=S)NC(=O)/C=C/c2ccc(C)cc2)cc1OC	-4.3%[15.4 µM]	x	-5.2%	7.3%[46 µM]	x	0.9%	-0.8%
CC(=O)Nc1cccc(NS(=O)(=O)Cc2ccc(Cl)cc2)c1	-10.3%	-15.5%[0.074 µM]	-2.8%	8.0%	-13.8%	4.0%	-4.9%
NC(=O)c1cc([N+](=O)[O-])ccc1NCCN1C(=O)c2ccc(C(=O)O)cc2C1=O	-1.0%	x	1.2%	18.7%[46 µM]	x	3.0%	6.8%
CC(C)CNC(=S)NNC(=O)c1csc2c1CCC(C)C2 (stereo not drawn)	-1.9%	10.2%	-0.6%	u	u	-7.0%	-16.5%
COc1ccc(C(=O)Nc2ccc(CN3CCS(=O)(=O)CC3)cc2)cc1	1.2%	19.2%[10 µM]	-3.3%	1.7%[46 µM]	9.3%[9.22 µM]	8.2%	-2.8%
CCOc1ccc(Oc2cc(C)nc(SC)n2)nn1	-0.1%	11.9%[10 µM]	10.3%	-13.3%	-11.2%	-8.4%	3.7%
CC1=Nc2ccccc2N=C(NC(=O)CN2CCN(c3ccc(F)cc3)CC2)C1c1ccccc1 (stereo not drawn)	x	-9.7%[10 µM]	13.6%	x	2.9%[9.22 µM]	-10.4%	u
CC1=C(C(=O)c2ccccc2)C(c2cn(-c3ccccc3)nc2-c2ccc(Cl)cc2)NC(=S)N1 (stereo not drawn)	0.7%	-20.0%	-13.3%	6.3%	-23.5%	-3.8%	-2.9%
Cc1cc2c(nc1C)CCCN2C[C@H](C)O/N=C1/[C@H]2O[C@@H]2[C@@H](O)[C@H]2[C@H]1CCn1c(=O)n(-c3ccccc3)c(=O)n12	x	-5.1%[10 µM]	3.4%[13.1 µM]	x	x	3.3%[17.4 µM]	x
COCC(C)n1c(C)cc(C(=O)COC(=O)c2nc3nc(C)cc(C)n3n2)c1C (stereo not drawn)	-8.9%	5.4%	-8.5%	8.6%	-2.3%	-11.2%	-1.4%
CC1CC(C)CN(C(=O)CCCn2c(=S)[nH]c3ccccc3c2=O)C1 (stereo not drawn)	-9.9%	-2.9%	3.0%	-1.1%	2.1%	-3.1%	0.9%
Cc1sc(NC(=O)CSc2nnnn2C2CCCC2)c(C#N)c1C	2.8%	6.1%[10 µM]	18.0%	-7.4%	3.1%	1.1%	1.8%
Cc1ccc(-n2c(CSc3nc(C)cc(C)n3)nnc2SCC(=O)N2CCCC2)cc1	-0.4%	-18.3%	4.0%	3.4%	9.1%	-6.7%	11.8%
CC(=O)Nc1ccc(NC(=O)Nc2ccc(C)cc2C)cc1	u	32.8%[10 µM]	-2.9%	-12.6%[46 µM]	35.0%[9.22 µM]	-0.8%	6.2%

A different layout for part of the listing above:
canonical_smiles,GAA inhib,HTT ATP protect,CBFb-RUNX1 inh,LMNA splice mod,HttQ103 aggreg,aGlu spleen mod,GAA glycogen mod
C/C(=N/NC(=O)C(=O)N/N=C(/C)c1ccccc1)c1ccccc1,0.9%,x,4.0%,x,-0.4%,4.0%,-17.5%
COC(=O)c1ccccc1NC(=O)c1noc2c1CCCC2,-5.6%,-48.6%[inhibitor],14.0%,-1.7%,32.4%,-4.1%,-8.0%
O=Nc1ccc(O)c2ncccc12,0.5%[15.4 µM],-12.3%[10 µM],-26.3%,x,-30.6%[9.22 µM],5.0%&-13.3%,-1.0%
CCOC(=O)c1cc(NC(=O)Nc2ccc(OC)c(OC)c2)c(C)nc1C,-6.2%,6.6%,-0.6%,-5.6%,11.1%,2.0%,-9.5%
COc1ccc(CCNC(=S)NC(=O)/C=C/c2ccc(C)cc2)cc1OC,-4.3%[15.4 µM],x,-5.2%,7.3%[46 µM],x,0.9%,-0.8%

Additional records follow:
SMILES	GAA inhib	HTT ATP protect	CBFb-RUNX1 inh	LMNA splice mod	HttQ103 aggreg	aGlu spleen mod	GAA glycogen mod
O=S1CC/C(=N\O)c2ccccc21 (stereo not drawn)	3.4%	34.9%[10 µM]	4.2%	-9.7%	-4.2%	-5.3%	-2.1%
CC1Cc2ccccc2N1C(=O)CSc1nnnn1Cc1ccccc1 (stereo not drawn)	u	-12.5%	7.4%	1.8%	-8.8%	2.8%	-2.4%
O=C(CN1CCN(c2ccccc2O)CC1)Nc1cccnc1Cl	2.1%	-28.2%	-6.3%	3.2%[46 µM]	17.4%	-2.6%	u
Cc1ccc(OCCOCCn2cnc3ccccc3c2=O)cc1C	x	-43.9%[inhibitor]	6.1%	-1.5%[46 µM]	13.7%	0.2%	3.4%
COC(=O)c1cn(NC(=O)Cc2cccc(OC)c2)c(=O)c2ccccc12	4.7%	-10.3%[10 µM]	-1.0%	-8.9%	-0.3%	-3.6%	16.7%
COc1ccc(NC(=O)C(Sc2ccccc2)c2ccccc2)c(OC)c1 (stereo not drawn)	-1.6%	24.4%[10 µM]	2.7%	-17.3%	u	-8.3%	-1.3%
Cc1[nH]nc(N=CC2=C(O)CC(C)(C)CC2=O)c1-c1ccccc1	-10.2%	-8.5%[10 µM]	11.1%	u	2.0%	-5.0%	1.5%
O=c1oc(-c2ccc(Br)o2)nc2ccccc12	-4.7%	-17.7%	5.9%	6.9%	-0.4%	1.0%	9.6%
